Screens: PubChem BioAssay, several laboratories
Rac1 wt GTP bind: wildtype Rac1 GTP binding modulators, primary screen, biochemical, GST-Rac1 beads, flow cytometry, multiplex | Ras-related C3 botulinum toxin substrate 1 (Homo sapiens), P63000 | 190,000 tested, 0.27% active | fluorescent GTP binding; actives lie on both sides; 0 = cold GTP competed, 100 = untreated | GTP binding activity (% of control), % at 10 µM;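 active = GTP binding activity at least 20 points away from the 100% control level, either lower or higher; inconclusive = compound flagged as likely green fluorescent, judged across all proteins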
ABCG2 block: ABCG2 efflux pump inhibitors, primary screen, multiplex with ABCB1, IgMXP3 cells, flow cytometry | Broad substrate specificity ATP-binding cassette transporter ABCG2 (Homo sapiens), Q9UNQ0 | JC-1 efflux | inhibition, % at 6.6 µM | 190,000 tested, 0.1% active;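 active = inhibition above 80%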;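 note: 0% = DMSO and 100% = nicardipine control wells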
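System: two drug-resistant human cell lines, ABCG2 and ABCB1; controls: nicardipine high and DMSO low controls; times: 10 min exposure at 25 °C with rotation, no wash; detection: flow cytometry of retained JC-1 fluorescence; read-out basis: percent efflux inhibition, scaled nicardipine 100% to DMSO 0%; doses: one concentration, 6.6 µM final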
Rac1 mut GTP: GTP binding modulators of activated mutant Rac1, primary screen, biochemical, bead-based flow cytometry, multiplex, fluorescent GTP | percent activity (GTP binding), % at 10 µM | Ras-related C3 botulinum toxin substrate 1 (Homo sapiens), P63000 | GST-Rac1 activated beads; actives lie on both sides; 100% means binding = to untreated wells | 190,000 tested, 0.11% active;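 active = GTP binding at least 20 percentage points away from the 100% baseline, in either direction, so actives lie on both sides; inconclusive = Compound likely fluorescent itself, or too few beads counted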
Cdc42 wt GTP: modulators of GTP binding to wildtype Cdc42, primary screen, biochemical, multiplex bead flow cytometry, Bodipy-GTP; Cell division control protein 42 homolog (Homo sapiens), P60953; GST-Cdc42 beads; actives lie on both sides; AID 761, 2007; percent activity (GTP binding), % at 10 µM; 190,000 tested, 0.2% active;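 active = percent activity GTP binding at least 20 points away from the 100% baseline, either down as inhibitor or up as activator; inconclusive = compound flagged as likely green fluorescent from well-wide comparison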;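 note: median bead fluorescence of bound Bodipy-FL-GTP at 100 nM; 0% = excess unlabeled GTP control and 100% = no compound control; below 100% means less GTP binding so inhibitor and above means activator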
Target sequence (P60953 whole entry, looked up): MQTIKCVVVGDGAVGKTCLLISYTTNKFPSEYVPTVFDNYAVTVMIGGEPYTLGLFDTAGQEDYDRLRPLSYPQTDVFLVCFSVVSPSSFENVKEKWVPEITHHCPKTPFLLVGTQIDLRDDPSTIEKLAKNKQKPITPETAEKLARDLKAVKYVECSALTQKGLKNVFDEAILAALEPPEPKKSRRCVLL
Pf gametocyte: late stage P. falciparum gametocyte viability inhibitors, primary screen, ATP luminescence, HTS; P. falciparum stage V gametocytes, 24 h; inhibition, % at 10.9 µM; 150,000 tested, 0.065% active; AID 743093, 2013;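 active = inhibition above the mean plus 3 SD of compounds within the control limits, set per campaign, cut at about 38% in these data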;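 note: 0% = DMSO wells and 100% = medium only without gametocytes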
Avidin fluor: green autofluorescence of compounds with avidin beads – biophysical, 488/530 nm, flow cytometry, artefact control, profiling panel; AID 1775, 2009; compound fluorescence 488/530 nm; active compounds read high; 220,000 tested, 0.38% active; fluorescence (KMESF) at 10 µM; in the data active = fluorescence above about 47; note: inactives centre near 10
HRas wt GTP bind: modulators of GTP binding to HRas wildtype, primary screen, biochemical, bead-based flow cytometry, multiplex; GST-Ras wt beads, Bodipy-FL-GTP binding; actives lie on both sides; GTP binding activity, % at 10 µM; AID 759, 2007; GTPase HRas (Homo sapiens), P01112; 190,000 tested, 0.14% active;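 active = GTP binding activity at least 20% away from the 100% baseline, either lowered as inhibitor or raised as activator; inconclusive = flagged as likely green fluorescent, judged across all proteins in the well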;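 note: 0% = unlabeled GTP competition control and 100% = no-compound control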
Target sequence (P01112 whole entry, looked up): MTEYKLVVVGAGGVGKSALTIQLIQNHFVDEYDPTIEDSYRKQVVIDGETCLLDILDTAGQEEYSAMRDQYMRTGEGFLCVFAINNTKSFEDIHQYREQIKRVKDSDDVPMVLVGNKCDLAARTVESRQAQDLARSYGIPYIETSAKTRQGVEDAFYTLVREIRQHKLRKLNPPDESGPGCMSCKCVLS
ABCB1 inh: ABCB1 efflux pump inhibitors, primary screen, cell-based, multiplex, flow cytometry, ABCG2 counter-screen. ATP-dependent translocase ABCB1 (Homo sapiens), P08183. CCRF-Adr cells, JC-1 efflux. inhibition, % at 6.6 µM. 190,000 tested, 0.067% active. AID 1326, 2008; in the data active = inhibition above about 40%;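 note: 0% = vehicle and 100% = reference inhibitor; higher value means more JC-1 retained so stronger ABCB1 efflux block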
Rab7 wt modul: modulators of GTP binding to Rab7, primary screen, biochemical, wildtype, multiplex bead flow cytometry | Rab7 GTPase wild type (dog), Bodipy-FL-GTP binding | GST-Rab7 beads, fluorescent GTP binding; actives lie on both sides; untreated = 100%, excess cold GTP = 0% | GTP binding activity (percent of control), % at 10 µM | 190,000 tested, 0.055% active | AID 758, 2007;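 active = fluorescent GTP binding to Rab7 beads changed by at least 20 points from the 100% baseline, either direction, mostly lower; inconclusive = compound itself probably fluorescent, or too few beads counted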;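 note: median green fluorescence of bound Bodipy-FL-GTP per Rab7 bead population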
Mcl1-Noxa inh: Mcl-1/Noxa binding inhibitors, primary screen, biochemical, TR-FRET, 1536-well. AID 1022, 2008. inhibition, % at 21.7 µM. 220,000 tested, 1.5% active. TR-FRET Mcl-1/Noxa peptide binding, 2 h;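 active = compounds that cut the protein-peptide binding signal by more than 50% relative to plate controls in a single-dose test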;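 note: His-tagged Mcl-1 with rhodamine Noxa BH3 peptide and terbium anti-His antibody; 0% = Mcl-1 plus Noxa peptide wells and 100% = peptide-only wells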
Target sequence (Q07820 whole entry, looked up): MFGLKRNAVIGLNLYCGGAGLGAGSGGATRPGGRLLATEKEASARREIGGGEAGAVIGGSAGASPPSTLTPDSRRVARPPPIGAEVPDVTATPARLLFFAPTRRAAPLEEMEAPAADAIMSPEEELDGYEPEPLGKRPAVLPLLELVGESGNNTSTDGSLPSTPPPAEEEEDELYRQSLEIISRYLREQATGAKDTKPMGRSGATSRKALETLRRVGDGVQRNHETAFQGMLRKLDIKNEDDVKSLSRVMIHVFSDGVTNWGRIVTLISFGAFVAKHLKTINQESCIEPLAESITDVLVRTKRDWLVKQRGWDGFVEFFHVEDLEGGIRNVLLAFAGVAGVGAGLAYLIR
Rab2A wt mod: modulators of GTP binding to Rab2A wildtype, primary screen, biochemical, dog, bead-based flow cytometry, multiplex. Ras-related protein Rab-2A (Canis lupus familiaris), P61105. GST-Rab2 wt beads, Bodipy-GTP binding. GTP binding activity, % at 10 µM. 190,000 tested, 0.19% active;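 active = GTP binding activity at least 20 points away from 100%, either lowered or raised; inconclusive = signal likely due to the compound's own green fluorescence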;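 note: 0% = beads with excess unlabeled GTP and 100% = no-compound control corrected for plate trend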
* hit, by the source's call; ? = inconclusive; . = not tested or not shown.

SMILES	Rac1 wt GTP bind	ABCG2 block	Rac1 mut GTP	Cdc42 wt GTP	Pf gametocyte	Avidin fluor	HRas wt GTP bind	ABCB1 inh	Rab7 wt modul	Mcl1-Noxa inh	Rab2A wt mod
O=C(NCC1COc2ccccc2O1)C1CCCN(S(=O)(=O)c2cccc3nsnc23)C1 (centres undefined)	105	16	98	100	-24	7	101	4.4	100	11	104
COc1ccc(NC(=S)NNC(=O)C(C)n2nc(C)c([N+](=O)[O-])c2C)cc1 (centres undefined)	103	0	96	101	.	10	101	-0.1	99	11	97
N/C(=N\OC(=O)CCCOc1ccccc1)c1cccc([N+](=O)[O-])c1	94	11	93	93	2	11	95	0.1	96	0	93
N#CC1=C(S)N=C(N)C(c2nc(-c3ccccc3)cs2)C12CCCC2 (centres undefined)	107	1	99	104	.	5	104	0.1	105	1	101
Cc1ccc(Oc2ncccc2/C=N/O)cc1	96	2	95	98	-17	35	97	0.4	94	10	93
O=C(/C=C/Nc1ccc(F)cc1Br)c1ccccc1	105	-1	103	99	-5	2	101	-0.3	99	-1	100
c1ccc2c(-c3[nH]ncc3CNCCCn3ncc4ccccc43)cccc2c1	97	1	95	97	5	10	94	0.4	95	-3	95
CCCCC1NC(=S)N(C2CCCCC2)C1=O (centres undefined)	104	1	103	101	.	14	102	0.2	100	18	102
CC(=O)c1cc2c(cc1NC(=O)c1ccc(C)cc1)OCO2	103	10	101	101	.	16	103	0.6	105	9	102
CCc1nc2c(c(=O)[nH]1)C1(CCCC1)Cc1ccccc1-2	98	2	97	99	.	9	99	0.3	96	5	95
O=C(Nc1nc(-c2ccccn2)cs1)C1CC(=O)N(c2ccc3c(c2)OCCO3)C1 (centres undefined)	98	9	97	97	8	8	98	1.4	99	71*	94
CCOc1ccc(NC(=S)N/N=C(\C)Cc2ccc(OC)cc2)cc1	104	5	99	102	0	13	99	0.0	97	5	97
Cc1ccc(S(=O)(=O)NC(=O)NN2CCCCCC2)cc1	102	4	101	100	.	8	99	0.8	95	11	100
O=C(N/N=C/C1CC=CCC1)c1cc2ccccc2cc1O (centres undefined)	107	-4	100	101	15	2	101	-0.6	97	-25	102
COc1ccc(C(=O)OCC(=O)Nc2ccc(Cl)cn2)cc1	94	1	93	94	.	22	96	0.1	103	-4	96
CSCCC(C(=O)NC1=NCCS1)N1C(=O)c2ccccc2C1=O (centres undefined)	104	2	99	100	-4	24	99	0.3	99	2	99
CN1CC=C2C(C#N)=C(N)C(C#N)(C#N)[C@H](c3cccc(Cl)c3)C2C1 (some centres undefined)	97	2	96	99	-2	36	98	0.8	100	13	98
COc1ccc(CN2CN(C(C)C)CSC2=S)cc1	97	3	96	97	-9	10	99	0.7	101	9	97
Cc1nc2c(C)cccc2cc1C(=O)N/N=C/c1ccc(N(C)C)cc1	89	2	89	93	0	8	92	0.2	97	18	91
CC(NS(=O)(=O)c1ccc2c(c1)OCCO2)c1ccccc1 (centres undefined)	99	1	95	96	-35	22	95	0.2	93	9	94
Cc1ccc(/C=N/NC(=O)CSc2nc3ccccc3s2)o1	106	7	99	103	13	10	100	0.2	102	26	99
COc1ccc(-c2noc(-c3ccccc3C(=O)Nc3cccc(OC)c3)n2)cc1	95	2	98	96	-2	20	97	0.3	97	0	97
COc1ccc(C2CC(=O)c3c([nH]c(C(=O)OC(C)C)c3C)C2)cc1OC (centres undefined)	107	3	99	102	-6	6	100	0.8	101	15	97
COC(=O)C1CCN(C(=O)Nc2ccccc2)CC1	98	0	97	98	6	7	96	-0.2	94	8	90
Cc1cc(C)cc(NC(=O)COC(=O)CCc2ccc(S(=O)(=O)N3CCOCC3)cc2)c1	100	3	95	100	4	25	101	1.1	107	15	100
CNc1nc(Sc2ccc(C)cc2)cc(C(F)(F)F)n1	101	16	99	101	-11	14	102	1.6	102	16	102
Cc1cc(C)nc(NS(=O)(=O)c2ccc(NC(=O)C3COc4ccccc4O3)cc2)n1 (centres undefined)	97	5	95	94	-11	10	97	0.9	97	7	95
Cc1cccc(NC(=O)N2CCN(Cc3ccccc3)CC2)c1	101	0	102	102	-9	7	101	-0.1	98	4	102
O=CN1CCN(C(=O)c2ccc(-c3nc4ccccc4s3)s2)CC1	99	16	99	98	-23	8	102	-3.0	105	-24	103
O=C1C=C(N2CCOCC2)C2(CCCCC2)O1	102	0	95	100	.	14	98	0.1	104	2	99
Cc1ccc2c(c1)N(CCC(=O)NCc1cccnc1)C(=O)CO2	106	1	101	103	21	35	103	0.2	96	2	99
O=C(CC1(O)C(=O)Nc2ccc(Br)cc21)c1ccc2c(c1)OCO2 (centres undefined)	106	2	102	105	-17	37	104	0.6	98	-14	103
CN(C)S(=O)(=O)N1CCCC(C(=O)c2ccc(C(F)(F)F)cc2)C1 (centres undefined)	99	1	96	99	-7	9	98	0.2	98	-4	99
Cc1cccc(/C=N\Nc2cn[nH]c(=O)c2Cl)c1	102	10	100	103	.	10	103	0.9	100	-1	102
O=C(CSc1nc(-c2ccc(F)cc2)cs1)Nc1ccccn1	105	2	99	102	-7	13	103	-0.2	100	8	103
O=C(NC1CCS(=O)(=O)C1)C12CC3CC(CC(C3)C1)C2 (centres undefined)	104	1	100	105	.	12	104	0.4	99	-10	102
O=C(CSc1nc2ccc([N+](=O)[O-])cc2[nH]1)NC1CCCC1	99	6	97	93	.	4	98	0.7	99	26	98
O=C(N/N=C/C1CC=CCC1)c1cc(Br)ccc1O (centres undefined)	95	1	97	95	-11	3	96	-0.2	96	-35	97
CCc1ccccc1NC(=S)N=Nc1c(O)n(C)c2ccc(S(=O)(=O)N3CCOCC3)cc12	104	-2	100	102	.	5	98	-0.5	101	-62	99
O=C1OC(c2ccccc2)/C(=C(/O)c2ccccc2)C1=O (centres undefined)	94	1	96	96	.	7	95	0.7	93	8	97
CCC(=O)N1CCN=C1SCc1ccc(Cl)cc1	108	2	99	103	11	13	104	0.4	101	23	101
CC(NC(=O)c1cc(-c2ccc3c(c2)OCO3)nc2ccccc12)C(C)(C)C (centres undefined)	100	6	97	99	7	11	99	1.2	95	-2	96
Cc1cccc(SCc2noc(C(=O)NCC3CCCO3)c2C(=O)O)c1 (centres undefined)	92	5	91	93	.	11	93	1.0	95	14	93
CCC(C)N=C1SCC(C)(/C=N/O)S1 (centres undefined)	97	1	98	96	.	6	98	0.5	99	-5	98
CCOCCn1c(SCCc2ccccc2)nc2c1c(=O)[nH]c(=O)n2C	98	7	96	98	.	6	99	0.9	98	0	98
c1cncc(-c2nn3cnnc3s2)c1	99	2	97	99	.	9	101	0.5	102	5	98
Cc1ccc(-n2nnnc2SCC(=O)Nc2ccccc2N2CCCCC2)cc1C	100	5	98	94	.	11	98	1.4	95	1	97
CC1=CC2=NC(=O)CC(C)(C(=O)N(CC(=O)NC(C)(C)C)Cc3ccccc3)N2C=C1 (centres undefined)	109	1	100	97	.	13	102	0.0	103	-5	99
C=CCC1Cc2c(cccc2[N+](=O)[O-])C(CC=C)N1 (centres undefined)	99	2	93	95	24	11	96	0.3	96	2	94
COC(C(=O)N/N=C(\C)CC(=O)Nc1ccc(N(C)C)cc1)c1ccccc1 (centres undefined)	99	-1	97	98	.	8	98	-0.2	96	8	97
Cc1ccc(C(=O)N2CC(C)OC(C)C2)cc1[N+](=O)[O-] (centres undefined)	99	0	99	98	-4	5	98	-0.3	102	-10	98
Cc1ccc(C(=O)Nc2ccc(C(=O)O)cc2)cc1S(=O)(=O)Nc1cccc([N+](=O)[O-])c1	95	-3	91	92	-28	13	92	-0.4	94	3	93
Cc1cc(-c2ccc3ccccc3c2)n2ncnc2n1	94	19	92	92	8	12	94	0.1	104	19	94
CCn1c(=O)c2cc(C(=O)N3CCOCC3)sc2c2ccccc21	106	3	101	98	.	12	102	0.8	98	4	100
COc1ccccc1C(c1nnnn1C1CCCC1)N1CCN2CCCC2C1 (centres undefined)	99	2	97	102	.	9	97	0.5	102	6	100
O=C(CSc1nnc(SCc2ccc(Cl)cc2)s1)c1ccc2c(c1)OCO2	?	-12	?	?	23	3	?	-3.1	?	-5	?
COc1ccc(C(=O)NCC2(c3ccccc3)CCOCC2)cc1[N+](=O)[O-]	106	12	100	104	0	4	103	0.9	103	4	102
O=C(NC(=S)NCCC1=CCCCC1)c1cncc(Br)c1	101	-1	101	102	-7	12	101	-0.4	102	12	100
CC(C)(C)NC(=O)NC(=O)CN1CCCc2ccccc21	99	10	97	100	-21	7	97	1.7	97	-3	97
Cc1cc(C(=O)NN=C(Cc2ccccc2)Cc2ccccc2)c(C)o1	103	7	96	98	-7	7	98	1.5	100	27	97

Following part
SMILES	Rac1 wt GTP bind	ABCG2 block	Rac1 mut GTP	Cdc42 wt GTP	Pf gametocyte	Avidin fluor	HRas wt GTP bind	ABCB1 inh	Rab7 wt modul	Mcl1-Noxa inh	Rab2A wt mod
CC1(C)C(=O)OC(c2cc(Br)ccc2O)C(C)(C)C1=O (centres undefined)	100	6	101	101	12	14	98	0.4	95	12	96
O=C(Nc1ccc(/C=C/c2nc3ccccc3o2)cc1)c1c(F)cccc1F	105	-6	101	101	-26	7	99	-1.3	98	6	100
O=C(O)CC/C(=C\c1cc([N+](=O)[O-])ccc1Cl)c1nc2ccccc2s1	?	26	?	?	12	11	?	1.3	?	10	?
CC(=NCCCn1ccnc1)C1=C(O)c2ccccc2C1=O	99	3	98	98	.	12	99	0.2	101	8	99
